# Insulin prom up: MIN6 insulin promoter up-regulation | MIN6 insulin promoter-GFP reporter, high-content imaging; stronger effect = higher value | z-score at 5 µM | 190,000 compounds, 0.3% hits | AID 1625;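 active = z-score above 3 at 5 µM with at least 500 cells counted in the well; inconclusive = wells under 500 cells, flagged as cytotoxic or low count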
# XIAP antagonists: small molecules displacing peptide from XIAP – biochemical, IAP family, fluorescence polarization (AID 1018); XIAP BIR domain, fluorescence polarization peptide displacement; higher % means a stronger effect; 200,000 compounds, 0.007% hits; displacement, % at 20 µM, or IC50 in µM where a hit was titrated; in the data active = displacement above about 50%; also: a part of the inactive calls stands beside numbers as strong as those of hits
# CSM14.1 death rescue: rescue of cells from ER stress-induced death, primary screen, 384-well, CSM14.1, thapsigargin, ATP luminescence (AID 1222) | one-dose cellular ATP content (survival), % at 20 µM; EC50 in µM for titrated hits | 190,000 tested, under 10 active | CSM14.1 thapsigargin-induced death rescue, ATP luminescence; higher % means a stronger effect;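 active = EC50 below 50 µM in the dose-response confirmation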;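 also: death triggered by thapsigargin at about 15 µM added after 2 h compound pretreatment; cell ATP read after overnight thapsigargin exposure of roughly 18 to 22 hours; normalized against plate controls of thapsigargin alone and 5% DMSO vehicle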
# Dynein transport: blocks dynein driven cargo transport along microtubules. 3617.4 mouse cells, GR-EGFP nuclear translocation imaging; test concentration mostly 20 µM; stimulated with dexamethasone, 1 µM; stronger effect = lower value. 220,000 compounds, 0.47% hits. AID 1381. z-score, hits read low;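 active = plate z-score of nuclear minus cytoplasmic receptor signal below a set negative limit, without overly bright fluorescence or cell loss, cut at about -3.5 in these data, passing the limit was not always enough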;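 also: z-score of nuclear minus cytoplasmic ring GR-EGFP intensity difference per well; some compounds called inactive have numbers as strong as hits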
#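 Buffer or medium: tetracycline-free induction medium containing charcoal-stripped FBS / Reagent: dexamethasone agonist, 1.0 µM final, for 30 min / Technique: automated 10x imaging of fixed Hoechst-stained cells / Times: induction 48 h, compound 1 h, agonist 30 min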
# Autophagy HCS: modulators of autophagy; 190,000 compounds, 0.98% hits; AID 463193; calls only at 10 µM (by protocol); MEF GFP-LC3 puncta imaging; test concentration mostly 10 µM;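 active = percentage of spot-positive cells more than 3 SD above its plate mean, without a fluorescence outlier flag or 80% toxicity; inconclusive = no clear call, values can overlap the other calls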;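 also: spot-positive cell cutoff set from DMSO-treated cells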
# Lipid droplet: hepatic lipid droplet formation modulation. AML12 mouse hepatocytes, oleate lipid droplets, BODIPY imaging. inhibition, % at 6.5 µM. 240,000 compounds, 0.4% hits. AID 1656;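 active = lipid droplet intensity inhibited by at least 50%, with more than 500 cells counted; inconclusive = wells with under 300 cells, treated as cytotoxic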
#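 material = mouse AML12 hepatocyte cell line, fixed after treatment | also added = 100 µM oleic acid challenge | doses = compound at 6.5 µM only | schedule = overnight exposure | technique = Image-based BODIPY and DAPI two-channel analysis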
# MT stabilize HCS: stabilizes microtubules in HeLa cells. % tubulin-high responders, % at 10 µM. 200,000 compounds, 0.83% hits. HeLa tubulin immunostaining HCS, 24 h; share of cells brighter than vehicle mean+2SD;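 active = plate Z-score above 3 for both tubulin-high and condensed-nucleus cell shares, with cell loss under 80%, at 10 µM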;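 also: anti alpha tubulin signal scored within the nucleus-defined area of each cell; some results filed as inactive read as strong as hits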
# bCat nuc transl: beta-catenin nuclear translocation modulation; AID 1665; HeLa beta-catenin nuclear translocation, immunofluorescence imaging; 190,000 compounds, 0.3% hits; nuclear translocation activity, % at 5 µM;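 active = nuclear translocation activity above 50% at 5 µM, with a well cell count of 50 or more; inconclusive = wells under 50 cells across six images, flagged as toxic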;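 also: per-cell ratio of nuclear to cytoplasmic median beta-catenin stain intensity; plate controls were DMSO negative control for no effect and GSK-3 inhibitor IX positive control for full effect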
#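 Technique: fluorescence imaging of beta-catenin antibody stain plus DAPI / Material: human HeLa cell line / Incubation: compound treatment 24 h, 37°C, 5% CO2 / Read-out basis: % activation of per-cell nuclear versus cytoplasmic median beta-catenin signal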
# WT yeast gro inh: growth inhibition of WT yeast, mitochondrial fusion screen. mitochondrial fusion phenotypic screen, WT strain. inhibition, % at 10 µM. 190,000 compounds, 2.1% hits. AID 1362; in the data active = inhibition above about 58%; tested in S. cerevisiae
# WT yeast gro inh mutant strain: further read-out of WT yeast gro inh, marked with its call; inhibition, %; mitochondrial fusion phenotypic screen, mutant strain inhibition
# Dynein transport cytoplasmic EGFP: recorded beside Dynein transport, whose call it bears; z-score; measured here: cytoplasmic GR-EGFP intensity; stronger effect = higher value
# Dynein transport nuclear GR-EGFP: recorded beside Dynein transport, whose call it bears; z-score; measured here: nuclear GR-EGFP intensity;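 lower value marks the stronger effect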
# Dynein transport cell count: recorded beside Dynein transport, whose call it bears; z-score; measured here: cell count per field
# Insulin prom up cell count: recorded beside Insulin prom up, whose call it bears; cell count; measured here: cytotoxicity, nuclei count;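 total cells summed across four imaged fields per well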
# Lipid droplet cells 6.5 µM: also measured in Lipid droplet; calls as there; cell count; measured here: cell count, cytotoxicity flag;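 cells counted across two imaged fields per well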
# bCat nuc transl cell count 5 µM: also measured in bCat nuc transl; calls as there; cell count; measured here: cell count, cytotoxicity flag
# MT stabilize HCS Hoechst-high %: further read-out of MT stabilize HCS, marked with its call; % Hoechst-high responders; measured here: nuclear condensation Hoechst responders;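 share of cells brighter than vehicle mean plus two SD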
# MT stabilize HCS cytotoxicity %: also measured in MT stabilize HCS; calls as there; toxicity, %; measured here: cytotoxicity by cell density;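 0% = mean cell density of plate MIN control wells and 100% = no cells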
# Autophagy HCS cell loss 18 h: also measured in Autophagy HCS; calls as there; toxicity, %; measured here: cell loss, nuclei count;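 cell loss after 18 h compound exposure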
# * hit, by the source's call; i = inactive; u = inconclusive; x = no result given.
SMILES,Insulin prom up,Insulin prom up cell count,XIAP antagonists,CSM14.1 death rescue,Dynein transport,Dynein transport cytoplasmic EGFP,Dynein transport nuclear GR-EGFP,Dynein transport cell count,Autophagy HCS,Autophagy HCS cell loss 18 h,Lipid droplet,Lipid droplet cells 6.5 µM,MT stabilize HCS,MT stabilize HCS Hoechst-high %,MT stabilize HCS cytotoxicity %,bCat nuc transl,bCat nuc transl cell count 5 µM,WT yeast gro inh,WT yeast gro inh mutant strain
Cc1ccc(S(=O)(=O)NC2c3cccc4cccc(c34)C2Sc2ncccn2)cc1 (stereo not drawn),-0.8,2298,-2.8%,-2.3%,-0.37,-0.32,-0.56,0.66,i,-3,-7,540,2.4,3.0,11,0.3,922,15,17
Oc1ccc(/C=C/c2cnccn2)cc1,0.39,1468,x,x,-0.65,-0.26,-0.36,0.66,x,x,-8,829,x,x,x,-2.2,1061,x,x
CN(C)c1ncc(C2=C(Cl)C(=O)C(N3CCCC3)=C(Cl)C2=O)s1,x,x,x,x,-4.6,0.7,-2.8,-4.9,i,11,x,x,2.2,0.9,14,x,x,-10,12
CCOC(=O)N1CCC(NC(=O)CCN2C(=O)COc3ccccc32)CC1,-0.19,1257,-5.1%,x,-0.046,-0.29,0.25,1.4,i,-3,-12,652,2.5,2.5,14,-2.1,1009,-13,-11
CC(C)NC(=O)N1CCOCCOCCN(C(=O)NC(C)C)CCOCCOCC1,x,x,-0.7%,-2.0%,0.073,0.12,0.38,-0.62,i,8,2,778,4.1,2.7,8.3,-4.0,1185,6,-8
COc1ccc(C(=O)C2CCN(S(=O)(=O)c3ccc4c(c3)OCCO4)CC2)cc1,-0.4,1091,-0.4%,-3.3%,-0.69,-0.22,-0.15,0.26,i,7,1,792,3.2,1.7,14,-0.5,1230,16,44
Cc1sc2ncn(CC(=O)Nc3cccc(S(N)(=O)=O)c3)c(=O)c2c1-c1ccccc1,-0.24,1478,x,x,-1.2,-0.17,-0.6,1.3,x,x,3,712,x,x,x,-1.0,1129,x,x
COc1cc2c(cc1OC)-c1cc(N3CCc4ccccc43)nc(=O)n1CC2,-0.24,1367,x,x,0.071,-0.17,-0.0082,0.012,x,x,0,677,x,x,x,-1.4,1175,x,x
COc1cccc(NC(=S)N(Cc2ccc(C(=O)O)cc2)Cc2ccc(OC)c(OC)c2)c1,0.1,1315,-3.7%,-6.1%,1.1,-0.28,0.84,-0.94,i,30,-11,675,1.4,0.9,7.1,-0.5,1101,-13,-5
COc1ccc(C(=O)c2ccccc2)cc1,0.03,1207,-3.2%,5.2%,1.2,-0.26,0.79,-0.68,i,23,-2,709,1.2,1.2,1.9,u,x,-3,4

# A second format for two compounds above.
molecule | Insulin prom up | Insulin prom up cell count | XIAP antagonists | CSM14.1 death rescue | Dynein transport | Dynein transport cytoplasmic EGFP | Dynein transport nuclear GR-EGFP | Dynein transport cell count | Autophagy HCS | Autophagy HCS cell loss 18 h | Lipid droplet | Lipid droplet cells 6.5 µM | MT stabilize HCS | MT stabilize HCS Hoechst-high % | MT stabilize HCS cytotoxicity % | bCat nuc transl | bCat nuc transl cell count 5 µM | WT yeast gro inh | WT yeast gro inh mutant strain
Oc1ccc(/C=C/c2cnccn2)cc1 | 0.39 | 1468 | x | x | -0.65 | -0.26 | -0.36 | 0.66 | x | x | -8 | 829 | x | x | x | -2.2 | 1061 | x | x
CC(C)NC(=O)N1CCOCCOCCN(C(=O)NC(C)C)CCOCCOCC1 | x | x | -0.7% | -2.0% | 0.073 | 0.12 | 0.38 | -0.62 | i | 8 | 2 | 778 | 4.1 | 2.7 | 8.3 | -4.0 | 1185 | 6 | -8

# (cont.)
SMILES,Insulin prom up,Insulin prom up cell count,XIAP antagonists,CSM14.1 death rescue,Dynein transport,Dynein transport cytoplasmic EGFP,Dynein transport nuclear GR-EGFP,Dynein transport cell count,Autophagy HCS,Autophagy HCS cell loss 18 h,Lipid droplet,Lipid droplet cells 6.5 µM,MT stabilize HCS,MT stabilize HCS Hoechst-high %,MT stabilize HCS cytotoxicity %,bCat nuc transl,bCat nuc transl cell count 5 µM,WT yeast gro inh,WT yeast gro inh mutant strain
O=C1NCCC/C1=N/Nc1ccc(F)cc1,1.5,1114,-3.8%,-0.2%,-0.81,-0.17,-0.44,0.86,i,-8,8,737,2.5,1.7,7.8,-3.0,1025,2,8
COC(=O)c1cc(NC(=O)CC2C(=O)NCCN2C(=O)c2ccccc2)cc(C(=O)OC)c1 (stereo not drawn),0.24,1287,-8.1%,1.9%,-0.47,-0.16,-0.87,0.83,i,5,9,790,3.3,1.5,7.6,0.0,1075,-9,1
CCOC(=O)c1ccc(NC(=O)CSc2ccc(-c3ccncc3)nn2)cc1,-1.4,1216,-6.9%,-2.4%,0.21,-0.11,0.055,-0.048,i,0,3,671,2.5,2.0,0.4,1.1,1092,6,-16
O=[N+]([O-])c1cc(S(=O)(=O)N2CCCCCC2)ccc1Cl,0.3,1328,-5.6%,-0.3%,-2.3,0.82,-1.2,-0.57,i,-35,2,731,5.4,2.2,1.7,0.6,1524,-3,5
CC1CN(S(=O)(=O)c2ccc(C(=O)Nc3nnc(-c4ccc5c(c4)CCCC5)o3)cc2)CC(C)O1 (stereo not drawn),1.3,927,-5.9%,0.1%,3,0.041,2.1,-1.5,i,18,x,x,6.7,1.7,0.1,x,x,10,-16
CC(=O)c1ccccc1OCCn1nnc(-c2ccc(C)cc2)n1,-0.63,860,1.4%,-2.1%,-1.3,-0.28,-1.2,1.7,i,-5,-2,721,4.4,2.3,0.6,0.0,1165,-5,1
Clc1ccccc1CNc1ncnc2nc[nH]c12,x,x,-1.2%,x,-1.7,-0.25,-0.46,1,i,-4,6,687,3.1,2.0,1.7,0.5,990,-5,-10
CN(C(=O)/C=C/c1cnc2ccccc2c1)C1CCCCC1,1.1,1154,-11%,x,-1,1.3,-0.32,0.06,i,2,-8,669,6.6,1.7,13,-2.2,1070,-3,10
CC1CCN(C(=O)CCc2nnc(-c3ccccc3)o2)CC1,-0.05,1454,0.6%,-0.2%,-0.28,-0.34,-0.16,0.6,i,-12,10,711,3.5,1.5,5.5,0.1,1119,-11,-17
Cc1cccc(OCC(=O)O/N=C(\N)Cc2ccc([N+](=O)[O-])cc2)c1,-0.42,1598,-0.6%,1.4%,1.8,-0.083,0.76,-1.6,i,20,4,589,2.2,1.9,6.4,-1.5,1033,8,1
Cc1cc(C(=O)Nc2cccnc2)cs1,0.16,1270,-7.3%,x,-0.82,-0.22,-0.056,1.1,i,-3,-22,659,2.3,1.4,18,-0.9,1119,-3,8
Cc1cccc(NC(=O)N2CCN(Cc3ccc4c(c3)OCO4)CC2)c1C,-0.23,1621,-3.8%,-1.7%,1.2,-0.36,1,-0.22,i,6,0,716,4.3,3.2,4.1,1.3,981,6,15
COc1ccc2c(Cl)c(C(=O)NCCCn3ccnc3)sc2c1Cl,0.58,1555,2.6%,-0.6%,0.22,-0.24,-0.76,0.18,i,6,x,x,2.4,1.1,6.5,1.8,1284,8,1
CCOCC(=O)Nc1c(C(=O)OCC)oc2ccccc12,-0.71,1567,0.0%,-1.3%,0.72,-0.28,0.081,-0.16,i,2,x,x,2.5,2.5,14,0.7,1328,8,14
CCOC(=O)C1CCCN(C(=O)c2cc(S(=O)(=O)Nc3ccccc3OC)ccc2C)C1 (stereo not drawn),-0.11,1120,x,x,-0.4,-0.18,-0.074,-0.14,x,x,5,669,x,x,x,0.2,1227,x,x
Cn1c(SCC(=O)Nc2ccc3c(c2)OCO3)nnc1-c1cnccn1,-0.31,1245,-2.3%,-0.3%,-0.46,-0.25,-0.023,-0.31,i,-2,-13,828,1.9,1.7,5.4,0.1,1075,-11,3
c1ccc(-c2nnc(-c3ccccn3)nc2NC2CCCCC2)cc1,u,x,-15%,0.2%,-0.4,-0.21,-0.3,0.47,i,39,-116,434,7.8,5.5,27,1.6,862,63*,62*
CCOC(=O)c1sc2nc(CN3CCN(c4cccc(C(F)(F)F)c4)CC3)[nH]c(=O)c2c1C,-0.53,1498,-16%,-1.6%,0.73,-0.05,0.38,-0.94,i,7,0,595,5.4,1.6,2.2,-1.8,1073,14,12
Cc1c(NC(=O)COC(=O)C23CC4CC(CC(O)(C4)C2)C3)c(=O)n(-c2ccccc2)n1C,0.59,1640,-3.0%,-0.4%,1.8,-0.21,0.97,-0.35,i,6,12,722,3.8,2.4,8.2,-3.9,1116,14,0
COc1cc(-c2nnc3n(CCc4ccccc4)c(=O)c4ccccc4n23)cc(OC)c1OC,1.3,1186,-6.9%,-2.5%,-0.53,-0.24,0.28,0.29,i,10,1,671,2.0,2.9,5.1,x,x,-5,-25
Cc1cccc(-n2cnc(C(=O)Nc3cccnc3)c2)n1,1.2,1238,-20%,-1.6%,-1,-0.31,-0.21,0.64,i,18,x,x,5.1,3.0,3.4,-1.8,961,-12,-3
CC(C)CN1C(=O)c2ccc(C(=O)Nc3ccncc3)cc2C1=O,-0.37,1004,1.8%,0.9%,0.27,-0.072,0.57,0.21,i,0,x,x,4.6,2.7,6.9,-2.6,898,-7,-5
O=C(Nc1ccccc1-c1nnc(SCc2ccccc2)o1)c1ccccc1,x,x,-3.5%,5.5%,-0.67,-0.19,-0.6,0.55,i,3,x,x,1.2,2.0,5.2,x,x,-1,3
O=C(NCc1ccco1)c1ccc2c(c1)CCO2,0.81,1521,x,x,1.5,-0.22,0.5,-1.1,x,x,-3,691,x,x,x,-1.3,1383,x,x

# Hits appear at their usual frequency. Share with any hit: about 4%.
